# GIRK2 act = GIRK2 channel activators by thallium flux. P48051. HEK293 GIRK2/NPY4 cells, thallium flux fluorescence. activation (% efficacy), % for hits at 37.5 µM. 34,000 tested, under 10 active. AID 1259324;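 active = primary screen hit, no activity in plain HEK293 cells, and in GIRK2-only cells above 5% efficacy rising with concentration; inactive = the rest, including fluorescent compounds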;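 also: efficacy is normalized control-subtracted fluorescence 15 s after thallium addition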
# Target sequence (P48051 whole entry, looked up): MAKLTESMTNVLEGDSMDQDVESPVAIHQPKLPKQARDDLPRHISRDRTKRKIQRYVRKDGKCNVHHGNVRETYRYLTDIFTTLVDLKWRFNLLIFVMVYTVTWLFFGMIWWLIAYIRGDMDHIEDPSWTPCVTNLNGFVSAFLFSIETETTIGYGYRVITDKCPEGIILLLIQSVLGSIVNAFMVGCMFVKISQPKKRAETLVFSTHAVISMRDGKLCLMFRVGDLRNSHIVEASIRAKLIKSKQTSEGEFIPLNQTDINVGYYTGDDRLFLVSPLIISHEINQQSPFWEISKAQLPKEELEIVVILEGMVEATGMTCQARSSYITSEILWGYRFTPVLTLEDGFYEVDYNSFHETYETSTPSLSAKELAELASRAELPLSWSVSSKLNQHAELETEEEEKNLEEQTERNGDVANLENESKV
# Calls only; i = inactive. A portion of the library; count on the stated rates, not on these rows.
no.	SMILES	GIRK2 act
1	CSc1ccccc1C(=O)NCC1(O)CCc2ccccc21 (configuration not stated)	i
2	CC(C)Cc1nnc(NC(=O)c2cncc(Br)c2)s1	i
3	CC(C)(C)n1ncc2c(=O)n(CCC(=O)N3CCN(c4ccccc4)CC3)cnc21	i
4	CCc1cc2c(=O)c(-c3nc4ccccc4s3)coc2cc1OS(C)(=O)=O	i
5	COc1ccccc1NC(=O)CSc1nnc(-c2ccc(OC)c(OC)c2)n1N	i
6	O=C(Nc1ccccc1C(F)(F)F)N1CCC(c2nnc(-c3ccco3)o2)CC1	i
7	COc1ccc(NC(=O)NCc2n[nH]c(=O)c3ccccc23)c(OC)c1	i
8	O=C(CS(=O)(=O)Cc1ccccc1)Nc1ccc2c(c1)OCO2	i
9	COc1ccc2cc(C(=O)NCc3nn(C)c(=O)c4ccccc34)[nH]c2c1	i
10	CN(C)S(=O)(=O)c1ccc(NC(=O)Cn2cncn2)cc1	i
11	CS(=O)(=O)N1CCC(C(=O)Nc2nc3cc4c(cc3s2)OCO4)CC1	i
12	O=C(CSc1nnc(-c2ccncc2)o1)NCc1ccc2c(c1)OCO2	i
13	COc1cc(Cl)c(C)cc1NC(=O)c1ccccc1OC	i
14	O=C1CC(NC(=O)CSc2ccc(F)cc2)CN1 (configuration not stated)	i
15	O=C(NCCOc1ccc2nnc(-c3cccc(F)c3)n2n1)c1ccc2c(c1)OCO2	i

# Overlap with the part before: 4 compounds, then new ones.
no.	SMILES	GIRK2 act
12	O=C(CSc1nnc(-c2ccncc2)o1)NCc1ccc2c(c1)OCO2	i
13	COc1cc(Cl)c(C)cc1NC(=O)c1ccccc1OC	i
14	O=C1CC(NC(=O)CSc2ccc(F)cc2)CN1 (configuration not stated)	i
15	O=C(NCCOc1ccc2nnc(-c3cccc(F)c3)n2n1)c1ccc2c(c1)OCO2	i
16	CC(C)(C)c1ccccc1OCC(=O)NC1CCCCC1	i
17	Cc1noc(C)c1S(=O)(=O)NCCn1nc(-c2ccccc2)n(C)c1=O	i
18	CCCn1c(NCC(C)C)nc2c1c(=O)n(C)c(=O)n2C	i
19	COc1ccc(OC)c(COCC(O)CN2CC(C)CC(C)C2)c1 (configuration not stated)	i
20	Cc1cccc(-n2nnc(C(=O)Nc3ccc(S(N)(=O)=O)cc3)c2C)c1	i
21	O=C(Cc1cccs1)NCC1(c2ccccc2)CCOCC1	i
22	COc1ccc(-n2nc3c(c2NC(=O)C(=O)NCCCO)CS(=O)(=O)C3)cc1	i
23	COc1cc(NC(=O)NCC2CCN(C(=O)/C=C/c3ccco3)CC2)cc(OC)c1OC	i
24	Cc1cc(C(=O)N2CC(C(=O)Nc3ccc(S(C)(=O)=O)cc3)C2)no1	i
25	NS(=O)(=O)c1ccc(NC(=O)c2ccc(Oc3ncccn3)cc2)cc1	i
26	Cn1ccc(C(=O)Nc2ccc3c(c2)OCCO3)n1	i
27	CSc1ncccc1C(=O)N1CCC(CNC(=O)C2c3ccccc3Oc3ccccc32)CC1	i
28	Cn1nnc2c(N3CCN(S(=O)(=O)c4ccccc4Cl)CC3)ncnc21	i
29	CCc1nc(-n2cccc2)sc1C(=O)NC(C)CCc1ccccc1 (configuration not stated)	i
30	CC(=O)Nc1ccc(NC(=O)C(=O)NC2CCCCCC2)cc1	i
31	COc1ccc(NC(=O)CN2CCCN(Cc3cccc(C)c3)S2(=O)=O)c(OC)c1	i
32	CC(C)Sc1ccc(CC(=O)N2CCC(C(=O)Nc3nccs3)CC2)cc1	i
33	COc1ccc2nc(NC(=O)CCCS(=O)(=O)c3ccccc3)sc2c1	i
34	CSc1ccccc1C(=O)Nc1cc(C)nn1-c1nc2c(cnn2-c2ccc(F)cc2)c(=O)[nH]1	i
35	Cn1cccc1CN(C(=O)c1ccc2nsnc2c1)C1CC1	i
36	Cc1ccc(/C=C/C(=O)Nc2ccccc2C#N)o1	i
37	O=S(=O)(NCCC(O)c1cccs1)c1ccc2c(c1)CCCC2 (configuration not stated)	i
38	Cc1ccc2nc(C3CCCN3)[nH]c2c1 (configuration not stated)	i
39	COc1ccc(/C=C/C(=O)NCC2CCN(Cc3ccccc3SC)CC2)cc1OC	i
40	COc1ccc2nc(-c3ccc(Cl)c(NC(=O)Cc4ccccc4)c3)cn2n1	i
41	COc1ccc(S(=O)(=O)NCCCn2nc(-c3ccccc3)ccc2=O)cc1OC	i
42	O=C(NCCc1ccccc1)C(=O)NCC1(O)CCOCC1	i
43	O=C(NC(=S)Nc1ccc(S(=O)(=O)N2CCOCC2)cc1)c1sc2ccccc2c1Cl	i
44	CCCc1c(C(=O)Nc2c(C)cccc2C)nnn1-c1ccccc1	i
45	CC(Sc1ncc(-c2cccc(Br)c2)o1)C(=O)Nc1ccccc1 (configuration not stated)	i
46	CCS(=O)(=O)Nc1ccc2c(c1)CCCN2S(=O)(=O)c1ccc(F)cc1	i
47	Cc1ccc2c(c1)N(C(=O)CSc1ncnc3c1[nH]c1ccc(F)cc13)CCO2	i
48	O=C(NC(c1ccccc1)c1ccccc1)N1CCC(c2cccs2)CC1	i
49	COC(=O)c1ccc(C)c(-n2c(N)c(C(=O)NC3CCCCC3)sc2=S)c1	i
50	COCCNC(=O)NCCS(=O)(=O)N1CCN(c2ncccn2)CC1	i
51	Cn1nnc2c(N3CCN(C(=O)COc4cccc(C(F)(F)F)c4)CC3)ncnc21	i
52	Cc1ccc(S(=O)(=O)N(CC(O)CN(C)CCO)c2ccc(F)cc2)cc1 (configuration not stated)	i
53	O=C(CCn1c(=O)sc2ccccc21)NCCCN1CCOCC1	i
54	CCOc1ccc(-c2cc(=O)n(CC(=O)NC(C)c3ccccc3)cn2)cc1 (configuration not stated)	i
55	CC(C)n1ccc(C(=O)Nc2nc(-c3ccc(C#N)cc3)cs2)n1	i
56	COc1ccc(N2C(=NC(=O)c3ccccc3)SC3CS(=O)(=O)CC32)cc1 (configuration not stated)	i
57	COc1cccc(C(=O)NCCOc2cccc(C(F)(F)F)c2)c1OC	i
58	COc1cc(NC(=O)Cc2csc(Nc3ccccc3)n2)cc(OC)c1OC	i
59	CCOc1cc(S(=O)(=O)Nc2ncccc2C)ccc1Br	i
60	O=C(NCC#CCN1CCc2ccccc2C1)c1ccc2nsnc2c1	i
61	O=S(=O)(N1CCCCCC1)N1CCN(c2ccccc2F)CC1	i
62	Cc1ccc([N+](=O)[O-])cc1NC(=O)C(=O)NCC(c1cccs1)N(C)C (configuration not stated)	i
63	O=C(Nc1cccc2nsnc12)c1cc2n(n1)CCCO2	i
64	COc1ccc(S(=O)(=O)CC(=O)Nc2nc3c(cc4c5c(cccc53)CC4)s2)cc1	i
65	O=C(Nc1cccc(OC(F)F)c1)C1CN(C(=O)c2cnccn2)C1	i
66	CN(C1CC1)S(=O)(=O)c1ccc(C(=O)Nc2nnc(-c3ccc(Br)s3)o2)cc1	i
67	CCOc1ccc(S(=O)(=O)Nc2ccc(N3CCCC3=O)c(OC)c2)cc1	i
68	CCN1C(=O)Cc2cc(NC(=O)c3cc(-c4ccccc4)on3)ccc21	i
69	CCc1ccc(NC(=O)CCCOc2ccc(OC)cc2)cc1	i
70	CCn1c(=O)c2c(nc(NC3CCCCC3)n2C)n(C)c1=O	i
71	O=C(/C=C/c1ccsc1)NCC(O)Cc1ccccc1 (configuration not stated)	i
72	Cc1cc(NC(=O)c2cc(C3CC3)on2)sn1	i
73	Cc1nccn1CCNC(=O)C(=O)Nc1ccc(Cl)cn1	i
74	COCCNC(=O)Cc1ccc(NC(=O)c2c(F)cccc2Cl)cc1	i
75	COc1ccc(N2C(=O)CCS2(=O)=O)cc1S(=O)(=O)NCc1ccccc1	i

# Additional results follow.
no.	SMILES	GIRK2 act
76	N#Cc1c(N)c(C(=O)c2cccc(Br)c2)n2ccccc12	i
77	O=C(CCc1ccccc1)Nc1ccc2c(c1)N(C(=O)C1CC1)CC2	i
78	CC(C)(C)n1nc2c(c1-n1cccc1)CN(C(=O)COc1ccccc1F)C2	i
79	CSc1cccc2sc(NC(=O)NC3CCCC3)nc12	i
80	CS(=O)(=O)N1CCCC1C(=O)Nc1sccc1-c1nc2ccccc2s1 (configuration not stated)	i
81	CN(C)CCCN(C(=O)c1ccno1)c1nc2ccc(F)cc2s1	i
82	COc1ccc(SCCC(=O)Nc2nc3c(s2)CCCC3)cc1	i
83	O=C(c1cccs1)N1CCc2ccc(NS(=O)(=O)Cc3ccccc3)cc21	i
84	CC(O)CNC(=O)C(=O)NCc1ccc2c(c1)OCO2 (configuration not stated)	i
85	COc1ccc(CC(=O)Nc2ccc(N3CCCC3=O)c(OC)c2)cc1	i
86	O=S(=O)(c1cccc(C(F)(F)F)c1)N1CCN(c2ccc(-c3ccccc3)nn2)CC1	i
87	COCCCNC(=O)c1snc(-c2ccc(C)cc2)c1N	i
88	CC(O)CSc1nc2c(c(=O)[nH]c(=O)n2C)n1CCCOc1ccccc1 (configuration not stated)	i
89	O=C(C1CCN(c2ccc(-c3ccc(F)cc3)nn2)CC1)N(Cc1ccccc1)c1ccccc1	i
90	CSc1cccc(C(=O)Nc2c3c(nn2C)CCC3)c1	i

# 2 entries drawn at random from those above:
no.	SMILES	GIRK2 act
86	O=S(=O)(c1cccc(C(F)(F)F)c1)N1CCN(c2ccc(-c3ccccc3)nn2)CC1	i
80	CS(=O)(=O)N1CCCC1C(=O)Nc1sccc1-c1nc2ccccc2s1 (configuration not stated)	i

# (continued)
no.	SMILES	GIRK2 act
91	Fc1ccccc1CSc1nnc(-c2ccncc2)o1	i
92	CCNC(=O)C1CCN(c2cc(SCC(=O)Nc3cc(Cl)ccc3OC)ncn2)CC1	i
93	O=C(CSc1ccc(NC(=O)C2CC2)nn1)Nc1cc(Cl)ccc1Cl	i
94	CSc1ccccc1C(=O)NCC1CCN(C(=O)c2snnc2C)CC1	i
95	COc1ccc2nc(-c3ccc(Cl)c(NC(=O)c4ccc(C)c(C)c4)c3)cn2n1	i
96	O=C(Nc1cccc(C(F)(F)F)c1)c1ccc(=O)n(Cc2cccc([N+](=O)[O-])c2)c1	i
97	Cc1cc(NC(=O)c2ccc(S(=O)(=O)N3CCCCC3C)cc2)n(C)n1 (configuration not stated)	i
98	COc1ccc(NC(=O)NCCCn2nc(-c3ccc(OC)cc3)ccc2=O)cc1	i
99	COc1ccccc1NC(=O)N1CCC(CNC(=O)c2ccc(Br)o2)CC1	i
100	CC(C)(C)c1ccc(C(=O)NC(=S)Nc2ccc(S(N)(=O)=O)cc2)cc1	i
101	Cc1cc(NC(=O)CSc2nc(=O)n(CCCO)c3c2CCC3)no1	i
102	COc1ccc(CC(=O)Nc2ccc3c(c2)N(C(=O)C(C)(C)C)CC3)cc1	i
103	O=C(Nc1cccc(N2CCCC2=O)c1)c1ccc(Br)cc1	i
104	COc1ccc(Nc2cc(C)nc(NCCNS(=O)(=O)c3cccnc3)n2)cc1	i
105	COC(=O)NCC1CCN(C(=O)c2cc3ccccc3o2)CC1	i

# Some of the entries so far, with each value named:
(104) COc1ccc(Nc2cc(C)nc(NCCNS(=O)(=O)c3cccnc3)n2)cc1
  GIRK2 act = i

(94) CSc1ccccc1C(=O)NCC1CCN(C(=O)c2snnc2C)CC1
  GIRK2 act = i

(101) Cc1cc(NC(=O)CSc2nc(=O)n(CCCO)c3c2CCC3)no1
  GIRK2 act = i

(103) O=C(Nc1cccc(N2CCCC2=O)c1)c1ccc(Br)cc1
  GIRK2 act = i

# Other entries follow.
no.	SMILES	GIRK2 act
106	CCNC(=O)C1Cc2ccccc2N1C(=O)COc1ccc2ccccc2c1 (configuration not stated)	i
107	Cc1cc(C(=O)Nc2nc(-c3ccc(I)cc3)cs2)on1	i
108	CCc1ccc2nc(N3CCN(C(=O)c4cc(C)n(C(C)C)n4)CC3)sc2c1	i
109	CC1CN(C(=O)/C=C\c2ccccc2)c2ccccc2NC1=O (configuration not stated)	i
110	O=C(Nc1ccc(SCCN2CCCCC2)nn1)C1CC1	i
111	CCc1ccc(S(=O)(=O)NCCCCN2CCOC(c3ccccc3)C2)s1 (configuration not stated)	i
112	CCCC(O)c1nc2ccccc2n1CCOc1ccc(OC)cc1 (configuration not stated)	i
113	O=C(Cn1cnc2nc(N3CCOCC3)ncc2c1=O)Nc1ccc(Cl)cc1	i
114	COc1cccc(C(=O)NCC(c2cn(C)c3ccccc23)N(C)C)c1OC (configuration not stated)	i
115	CCOCCn1c(=O)c2c(nc(-n3nc(C)cc3C)n2Cc2cccc(C)c2)n(C)c1=O	i
116	O=C(Cc1ccc(NC(=O)c2cc(Br)ccc2Cl)cc1)NCC(F)(F)F	i
117	Cc1ccc(Nc2ccc(NC(=O)c3c(F)cccc3Cl)cc2)nn1	i
118	Cc1cc(NC(=O)C(=O)NCC2CCN(Cc3cccs3)CC2)c2ccccc2n1	i
119	COc1ccc(N2CCN(C(=O)c3cccc(OC)c3OC)CC2)nn1	i
120	O=C(NCC1CCN(C2CCCC2)CC1)c1ccc(Br)o1	i
121	O=C(Nc1ccc(SCCN2CCOCC2)nn1)c1cccc(F)c1	i
122	COCc1cc(=O)[nH]c2cc(NC(=O)c3ccco3)ccc12	i
123	O=C(c1cccs1)N1CCC(c2nnc(-c3ccc(F)cc3)o2)CC1	i
124	CCCCC(=O)N1CCC2(CC1)NC(=O)N(Cc1ccc(F)cc1)C2=O	i
125	Cc1ccc(C)c(S(=O)(=O)N2CCCN(CCn3nc(C)cc3C)CC2)c1	i
126	COc1nn(C)cc1-c1nnc(SC/C=C/c2ccccc2)n1C	i
127	CCOC(=O)c1sc(NC(=O)C(C)(C)C)cc1C	i
128	Cc1ccc(C)c(NC(=O)CSc2ncnc3c2[nH]c2ccc(F)cc23)c1	i
129	Cc1cc(C)cc(N2C(=S)N(c3ccc([N+](=O)[O-])cc3)C3CS(=O)(=O)CC32)c1 (configuration not stated)	i
130	COc1cccc(C(=O)NCCNC(=O)c2ccc(NC(=O)C(C)C)cc2)c1OC	i
131	O=C(NCc1ccco1)C1CCN(c2ccc(-c3ccc(F)cc3)nn2)CC1	i
132	CCOC(=O)Nc1cc(-c2ccccc2)nn1CCO	i
133	O=C(NC1CCCC1)c1cc(N2C(=O)CCS2(=O)=O)ccc1Cl	i
134	CCOc1ccc(-c2ccc(=O)n(CCNC(=O)Nc3cc(C)ccc3OC)n2)cc1	i

# Screening data as filed in PubChem.
